SRC3 inh: inhibits human SRC3 coactivator | hit rate 0.17% among 360,000 | inhibition, % at 3.6 µM | HEK293 GAL4-SRC3 luciferase reporter, luminescence;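 active = inhibition above a per-campaign cutoff, the mean of all compounds plus 3 SD, cut at about 60% in these data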;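 note: 0% = DMSO-treated cells and 100% = gossypol-treated cells at 36 µM; higher means less SRC3-driven luciferase light from the GAL4 reporter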
COUP-TFII inh: blocks human COUP-TFII nuclear receptor | P24468 | HEK293T NGFI-A luciferase reporter, luminescence | inhibition, % at 8.6 µM | hit rate 0.7% among 370,000 | AID 686940;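 active = inhibition above a per-plate cutoff, mean inhibition of test wells between control levels plus 3 SD, cut at about 38% in these data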;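 note: cells cotransfected with COUP-TFII expression vector driving the NGFI-A reporter; 0% = median of COUP-TF2 test wells and 100% = reporter-only cells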
NOD2 RIPK2 PPI: blocks binding of human NOD2 to RIPK2; AID 624267; hit rate 0.38% among 360,000; O43353; inhibition, % at 4.98 µM; CHO BLA complementation NOD2-RIPK2, CCF4 ratio; in the data active = inhibition above about 21%;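 note: 0% = vehicle only and 100% = reference blocker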
TLR9-MyD88 block: TLR9-MyD88 interaction inhibition; hit rate 0.21% among 340,000; inhibition, % at 4.98 µM; CHO BLA complementation TLR9-MyD88, CCF4 FRET ratio; AID 504734;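 active = inhibition above the mean over all tested compounds plus 3 SD, cut at about 21% in these data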;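 note: 0% = DMSO only wells and 100% = clavulanate BLA inhibitor control wells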
ABHD5-PLIN5 inh: inhibitors of human ABHD5-perilipin-5 interaction. hit rate 0.78% among 360,000. inhibition, % at 4 µM. Q00G26+Q8WTS1. Split G. princeps luciferase complementation, luminescence, 4 h;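 active = inhibition above the mean inhibition across every tested compound plus 3 SD, cut at about 22% in these data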;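 note: 0% = DMSO only wells and the 100% control is not disclosed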
Target sequence (Q00G26 whole entry, looked up): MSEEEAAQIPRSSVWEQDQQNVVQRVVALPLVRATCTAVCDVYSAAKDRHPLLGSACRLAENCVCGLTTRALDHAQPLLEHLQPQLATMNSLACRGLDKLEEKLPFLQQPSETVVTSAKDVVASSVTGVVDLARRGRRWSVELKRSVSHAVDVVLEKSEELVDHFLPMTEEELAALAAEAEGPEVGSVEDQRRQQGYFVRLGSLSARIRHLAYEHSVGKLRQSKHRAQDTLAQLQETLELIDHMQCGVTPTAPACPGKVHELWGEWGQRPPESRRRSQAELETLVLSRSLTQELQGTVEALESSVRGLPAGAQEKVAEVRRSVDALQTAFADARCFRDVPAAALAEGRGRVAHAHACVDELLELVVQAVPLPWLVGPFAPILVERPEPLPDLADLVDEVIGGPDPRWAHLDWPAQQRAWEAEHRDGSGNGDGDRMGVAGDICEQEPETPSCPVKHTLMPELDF
Target sequence (Q8WTS1 whole entry, looked up): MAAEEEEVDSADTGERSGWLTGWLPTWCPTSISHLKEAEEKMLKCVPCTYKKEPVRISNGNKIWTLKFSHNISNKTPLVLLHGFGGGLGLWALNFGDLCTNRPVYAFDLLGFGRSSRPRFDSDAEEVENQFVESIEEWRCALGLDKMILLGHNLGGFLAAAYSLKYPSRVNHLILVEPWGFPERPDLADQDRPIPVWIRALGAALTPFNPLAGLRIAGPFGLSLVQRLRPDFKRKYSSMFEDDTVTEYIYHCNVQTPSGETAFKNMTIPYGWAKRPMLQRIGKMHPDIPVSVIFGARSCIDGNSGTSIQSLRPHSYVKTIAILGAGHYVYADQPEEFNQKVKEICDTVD
SRC1 inh: inhibitors of human steroid receptor coactivator 1 (SRC1); AID 588354; hit rate 0.12% among 360,000; Q15788; HEK293 GAL4-SRC1 luciferase reporter, luminescence; inhibition, % at 3.6 µM;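 active = inhibition above the campaign mean plus 3 SD, with each screening campaign given its own cutoff, cut at about 60% in these data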;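 note: 0% = DMSO treated cells and 100% = gossypol at 36 µM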
LRH-1 inv ag: suppresses constitutive activity of human LRH-1; AID 602396; inhibition, % at 3.6 µM; HEK293T StAR-luciferase reporter, LRH-1 transfected, 24 h; O00482; hit rate 0.13% among 360,000;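 active = inhibition above the mean inhibition of all tested compounds plus 3 SD, cut at about 73% in these data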;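 note: 0% = DMSO wells and 100% = reporter-only cells lacking LRH-1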
MC4R ag barr: activates human MC4R beta-arrestin recruitment | P32245 | U2OS MC4R beta-arrestin complementation, luminescence; percent of melanotan II response, DMSO zero | activation, % at 8.9 µM | hit rate 0.98% among 360,000 | AID 540308;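 active = activation above a per-plate cutoff, the mean activation of sample wells on that plate plus 3 SD, cut at about 8% in these data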
EBV LMP1 NFkB: reduces LMP1-driven NF-kappaB luciferase signal; inhibition, % at 12.5 µM; AID 504558; hit rate 0.69% among 350,000; LMP1-induced NF-kappaB luciferase reporter cells, luminescence; in the data active = inhibition above about 41%;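 note: 0% = neutral control wells and 100% = reference inhibitor control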
MC4R antagonist: blocks human MC4R cAMP signaling | MC4R-expressing cells, MTII-stimulated cAMP, LANCE TR-FRET | inhibition, % at 6.5 µM | hit rate 0.48% among 360,000 | AID 540295;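 active = inhibition above its plate's cutoff, the mean of tested wells on that plate plus 3 SD, cut at about 29% in these data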;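 note: 0% = Melanotan II alone and 100% = Melanotan II plus saturating MCL0020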
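System – human MC4R-expressing U2OS cells · Also added – Melanotan II · Dosing – one concentration, 6.5 µM nominal · Timing – 30-min compound, 1-h challenge, 1-h detection, room temperature · Measured by – Eu-cAMP/anti-cAMP TR-FRET, emission 671 nm · Replicates – singlicate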
SRC2 inh: inhibits human steroid receptor coactivator 2; Q15596; HEK293 GAL4-SRC2 luciferase reporter, luminescence; inhibition, % at 9 µM; hit rate 0.17% among 370,000; AID 651957;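 active = inhibition above the mean inhibition of all tested compounds plus 3 SD, set per campaign, cut at about 52% in these data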;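 note: 0% = DMSO treated cells and 100% = cells given Gossypol at 36 µM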
Numbers without * were called inactive; . = not tested or not shown. This is a subset (hit frequency here may not be typical).

SMILES	SRC3 inh	COUP-TFII inh	NOD2 RIPK2 PPI	TLR9-MyD88 block	ABHD5-PLIN5 inh	SRC1 inh	LRH-1 inv ag	MC4R ag barr	EBV LMP1 NFkB	MC4R antagonist	SRC2 inh
S=C(NCCCc1ccccc1)Nc1ccc(Cl)cc1	18	-6	3	4	-16	-12	-13	4.0	3	17	-32
COc1cc2c(cc1OC)C(c1ccccc1)NC(C)(C)C2 (stereo unspecified)	4	23	-3	8	1	9	-5	-0.6	2	3	-7
Cc1ccsc1/C=N/Nc1ncnc2nc[nH]c12	-74	-65	6	11	0	-60	-83	-2.3	-2	-37	-56
S=C(Nc1ccccn1)NC1CCCC1	10	5	1	3	-1	10	18	-1.5	4	0	-11
O=C(Cn1ccsc1=NC(=O)c1ccco1)c1ccccc1	1	7	1	-5	8	4	-3	-0.8	3	11	-8
O=Cc1nc(-c2ccc(Cl)cc2)n2ccccc12	3	4	-3	-8	-4	3	-5	0.6	12	7	9
N#Cc1cc(Oc2cccc3cccnc23)c(-n2nnc3ccccc32)cc1C#N	17	-1	70*	19	69*	12	-8	-3.4	-4	16	14
COc1ccc2oc3ccccc3c(=O)c2c1	-53	-45	-4	4	5	-53	-62	0.9	-6	6	-53
Cc1cccc(C(=O)OC(C)C(=O)NC(=O)NC2CCCCC2)c1O (stereo unspecified)	-2	.	8	-4	11	-2	-5	2.5	-11	8	.
Cc1cccc(-n2c(-c3ccoc3C)n[nH]c2=S)c1	12	-1	-18	3	-6	-7	-10	1.3	0	30*	-9
COc1cc2ccccc2cc1C(=O)Nc1cccnc1	-48	-33	-2	6	7	-68	-84	-0.8	-35	8	-12
COc1cc(NC(=O)C2=C(N3CCOCC3)/C(=C\c3ccc(N(C)C)cc3)CCC2)cc(OC)c1OC	2	-10	-14	8	14	-22	-2	2.1	-2	-15	11
CS(=O)(=O)c1ccc2nc(NC(=O)CC3CCCC3)sc2c1	-23	-22	5	5	1	-10	10	-1.3	-3	12	-9
COc1ccccc1CN1C(=O)C(C)ON=C1c1ccccc1F (stereo unspecified)	5	18	1	.	5	6	-3	-0.8	.	11	15
CC1(C)CC(=O)C=C(Nc2ccccc2O)C1	2	9	-3	3	-1	10	8	-2.2	2	-2	-14
Cn1c(-c2ccc(F)cc2)cnc1NCc1cccc(F)c1	-14	-4	1	-1	-6	-6	-20	2.3	-5	-5	-39
O=c1cc(Cn2nnc(-c3ccc(Cl)cc3)n2)nc2sccn12	9	2	-3	4	0	-8	27	-0.4	3	-8	-13
COc1ccc2[nH]c(=O)c(CN(CCO)C(=O)NCc3ccccc3)cc2c1	-9	-9	-14	9	-4	-8	12	-0.2	5	-2	-2
COc1ccc(CNC(=O)c2cccc(NC3=NC4CS(=O)(=O)CC4S3)c2)cc1 (stereo unspecified)	9	12	-12	4	5	7	3	-1.2	-2	-1	2
O=S(=O)(c1cccc(-c2nnc(SCc3nc4ccccc4s3)o2)c1)N1CCOCC1	-59	-13	-1	-3	4	-71	-19	-0.8	-33	7	-53
COc1ccc(C(=O)NNC(=O)CCC(=O)Nc2ccc(C)cc2C)cc1	3	-19	-5	14	4	-7	2	-0.1	-11	-6	0
CN1CCC(=NNC(=O)CN(c2cccc(Br)c2)S(C)(=O)=O)CC1	1	-18	3	-1	-6	-1	-8	-1.7	3	3	-15
CCOc1ccc(Cc2nc(C)c(CC(=O)N3CCOCC3)c(=O)[nH]2)cc1	-1	-16	-1	8	-1	-34	0	-2.3	-5	1	24
C=CCN(C(=O)C1CC(=O)N(C2CCCC2)C1)c1nc(-c2ccc(S(C)(=O)=O)cc2)cs1 (stereo unspecified)	-82	17	-14	-9	-11	-30	-6	0.0	-19	2	6
CCN(CC)CCNC(=O)C(=O)NCC1OCCN1S(=O)(=O)c1ccc2c(c1)OCCO2 (stereo unspecified)	11	2	1	-5	-3	-13	12	-2.2	-1	2	-8
Cc1cc(C)cc(N(CC(=O)NCc2cccnc2)S(C)(=O)=O)c1	8	11	-8	5	0	-26	-21	-1.5	-11	3	14
Cc1cc(C(=O)CSc2nnc(-c3ccccc3)o2)c(C)n1CC1COc2ccccc2O1 (stereo unspecified)	7	9	-4	1	-5	-8	17	6.7	5	0	-9
NS(=O)(=O)c1ccc(NS(=O)(=O)c2cccs2)cc1	4	13	-7	0	0	11	7	-2.0	1	4	26
CC1CCCC(C)N1C(=O)COC(=O)CCC1CCCC1 (stereo unspecified)	5	8	-1	-12	1	6	41	1.8	-1	13	13
Cc1[nH]nc(SCC(=O)N2CCOCC2)c1[N+](=O)[O-]	7	11	-2	-2	6	2	5	-1.7	-8	4	5
O=C(CSCC(=O)NN=Cc1ccccc1O)NN=Cc1ccccc1O	14	10	-8	-3	0	8	3	-0.4	14	2	-9
COc1ccc(C(=O)C2CCN(C(=O)c3ccc(C)cc3)CC2)cc1	6	28	1	2	7	5	16	-0.4	7	4	8
Cc1nc(-c2ccc(O)c(O)c2)cs1	-39	-4	-6	3	0	-29	-22	-0.6	-5	2	-4
COc1ccc(N2CC(C(=O)Nc3ccc(S(=O)(=O)N4CCOCC4)cc3)CC2=O)cc1 (stereo unspecified)	-16	6	3	-5	5	-9	0	-0.9	8	8	-3
CC(=O)Nc1ccc(NC(=O)c2c(C)nn(Cc3ccccc3)c2Cl)cc1	0	-2	-8	-8	4	-21	-21	0.0	5	0	15
Cc1ccc(-n2nc3c(=O)n(CCCC(=O)NCC(C)c4ccccc4)nc(C)c3c2C)cc1 (stereo unspecified)	4	5	-5	7	2	11	6	-2.8	-6	10	-41
N#CCNC1CC(=O)N(c2ccccc2)C1=O (stereo unspecified)	-20	6	-5	5	3	-5	18	-0.6	-4	2	-7
Cc1ccc(/C=N/N2CCN(c3ccncc3S(=O)(=O)N3CCCCC3)CC2)cc1	-4	2	2	-7	-1	-8	0	0.0	-2	22	-27
Cc1nn(-c2ccccc2)c(C)c1NC(=O)COC(=O)/C=C/c1ccccc1	14	19	-37	10	11	-9	-4	3.5	-7	-3	-12
O=C(c1ccco1)N1CCN(C(=S)Nc2ccc(F)cc2)CC1	15	9	2	-3	0	1	6	-4.2	-4	3	-4

Entries of single compounds from above. Order of screens: SRC3 inh | COUP-TFII inh | NOD2 RIPK2 PPI | TLR9-MyD88 block | ABHD5-PLIN5 inh | SRC1 inh | LRH-1 inv ag | MC4R ag barr | EBV LMP1 NFkB | MC4R antagonist | SRC2 inh
Results for Cc1cccc(C(=O)OC(C)C(=O)NC(=O)NC2CCCCC2)c1O (stereo unspecified) → -2 | . | 8 | -4 | 11 | -2 | -5 | 2.5 | -11 | 8 | .
Results for CC(=O)Nc1ccc(NC(=O)c2c(C)nn(Cc3ccccc3)c2Cl)cc1 → 0 | -2 | -8 | -8 | 4 | -21 | -21 | 0.0 | 5 | 0 | 15
Results for O=c1cc(Cn2nnc(-c3ccc(Cl)cc3)n2)nc2sccn12 → 9 | 2 | -3 | 4 | 0 | -8 | 27 | -0.4 | 3 | -8 | -13
Results for CC1(C)CC(=O)C=C(Nc2ccccc2O)C1 → 2 | 9 | -3 | 3 | -1 | 10 | 8 | -2.2 | 2 | -2 | -14

Other structures follow.
SMILES	SRC3 inh	COUP-TFII inh	NOD2 RIPK2 PPI	TLR9-MyD88 block	ABHD5-PLIN5 inh	SRC1 inh	LRH-1 inv ag	MC4R ag barr	EBV LMP1 NFkB	MC4R antagonist	SRC2 inh
COC(=O)[C@]1(Cc2ccccc2)N[C@H](CN(C)C(=O)Nc2ccc(Cl)cc2)[C@@H]2C(=O)N(C)C(=O)[C@@H]21	-6	4	0	-2	10	6	19	0.7	-10	6	13
CCCNC(=S)N1CCC(C(=O)c2ccc(OC)cc2)CC1	10	13	-2	-14	5	-4	-7	0.6	5	-6	20
O=C(Nc1ccc(F)cc1)C1CC2CCC1C2 (stereo unspecified)	-11	-11	7	-4	1	-12	5	-1.2	3	-3	3
Cc1cc(C)cc(NC(=O)C2CCCN2S(=O)(=O)c2cccc3cccnc23)c1 (stereo unspecified)	4	5	9	9	-1	11	-7	1.5	4	-6	-11
CC(Sc1nc2ncc(Cl)cc2[nH]1)C(=O)Nc1ccccc1[N+](=O)[O-] (stereo unspecified)	-7	7	1	-3	3	8	9	0.1	-4	3	-13
O=C(CSc1nc2ccccc2o1)N/N=C/c1ccccc1	-12	-15	6	-3	-3	-19	-11	-0.1	-29	18	-14
O=C(O)CCCCCCCCc1cn(CCc2c[nH]c3ccccc23)nn1	-11	12	7	-1	4	-27	11	-0.8	0	11	-17
O=C(CSc1nnc(-c2cccc(S(=O)(=O)N3CCCC3)c2)n1-c1ccccc1)Nc1ccc(C(=O)O)cc1	14	3	-2	4	-3	-53	16	-3.3	4	-7	23
O=C1C2C3C=CC(CC3)C2C(=O)N1c1ccc(F)cc1 (stereo unspecified)	12	0	-4	-2	-1	-5	2	-0.9	5	5	13
CCN(CC)c1ccc(C=C2C(=O)OC(C)(C(C)(C)C)OC2=O)cc1 (stereo unspecified)	4	-18	-10	-7	4	-1	27	0.6	1	-11	12
Cc1onc(-c2ccccc2)c1C(=O)N/N=C/c1cc(Br)c(Br)o1	4	-4	10	-6	-9	1	8	3.6	6	-1	10
COc1ccc(S(=O)(=O)Nc2ccccc2C(=O)NC2CC2)cc1NC(C)=O	-10	3	-22	-6	0	7	-5	-1.6	-5	5	3
COc1ccc(-c2noc(CCCC(=O)NC3CCCC3)n2)cc1	15	54*	-15	5	14	20	45	-1.1	8	7	53*
CCN(CC(=O)Nc1ccc2c(c1)OCCO2)C(=O)C(C)Oc1ccc(Cl)cc1 (stereo unspecified)	10	2	5	-7	-6	1	-16	-2.3	6	16	-39
COC(=O)CN1C(=O)[C@H]2[C@@H](c3ccc(C)o3)N3C(=O)CN(CCO)C(=O)[C@@]3(Cc3ccccc3)[C@H]2C1=O	-5	-1	-5	-4	-3	-11	16	-0.7	-3	5	-22
CC1(Oc2ccc(CC#N)cc2)CCN(Cc2ccc(-n3ccnc3)cc2)C1 (stereo unspecified)	-22	-3	-8	.	6	13	18	0.9	.	0	13
C/C(=N\NS(C)(=O)=O)c1ccc(C)cc1	-22	-10	-1	2	0	-30	9	-0.1	-16	0	-10
Fc1ccc(COc2ccccc2C(=S)N2CCCC2)cc1	20	4	-10	5	-5	-3	-7	-1.6	-26	-4	4
CN(C)/C=N/c1ncc(-c2ncc(C(F)(F)F)cc2Cl)cn1	19	6	2	-2	-3	-4	4	-0.7	3	9	-3
O=C1c2ccccc2C(=O)N1CCCc1cn(C[C@H]2CC[C@@H]([C@@H]3CC[C@H](Cn4cc(CCCN5C(=O)c6ccccc6C5=O)nn4)O3)O2)nn1	-3	10	8	1	7	-4	12	-1.3	-5	-1	-5
CCOC(=O)CC(=O)CSc1ncnc2c1nnn2-c1ccc(OC)cc1	11	0	7	-7	-2	-13	-20	0.5	-5	20	-15
Cc1cccc(NC(=O)CN2C(=O)N/C(=C/c3ccc(C)o3)C2=O)c1	6	-35	-6	2	61*	-6	11	-1.3	-11	1	14
